Compound activity (PubChem)
Nrf2 activator: qHTS of Nrf2 Activators | 0.31% of 410,000 active | AREc32 ARE-luciferase reporter (MCF7-derived line), luminescence, 24 h | Potency, µM (series often up to 46.1 µM), without a hit: top-dose activation, most hits filed as activators; note: potency is the fitted concentration of half-maximal effect; % of control where 0% means no effect; nearly all actives have a fitted effect of over 65% in size
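AREc32 cells carrying an ARE-driven firefly luciferase, 1000 cells/well in OPTI-MEM with 5% FBS, dosed after overnight attachment and incubated 24 hr at 37 deg C. Steady-Glo luminescence read after 30 min at RT.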
Nrf2 block: Nrf2 qHTS screen for inhibitors | 2.1% of 360,000 active | AID 504444, 2011 | Potency, µM (top dose mostly 46 µM), for the others: at the highest dose activity change, negative = inhibition, actives largely listed as inhibitors | A549 ARE-Fluc reporter, luciferase luminescence, 18-24 h; note: potency is the fitted concentration of half-maximal effect; % is set by controls: 0 for no effect and ±100 for the full control effect; nearly all actives have a fitted effect of over 60% in size
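Nrf2 function is reported as luminescence of an ARE-controlled luciferase in A549 cells. Compounds were tested at several concentrations, and a CellTiter-Fluor read on the same wells flagged cytotoxicity.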
A549 viability: Nrf2 qHTS screen for inhibitors: counterscreen for cytotoxicity | A549 ARE-Fluc cells, CellTiter-Fluor viability, 18-24 h | Potency, µM (titrated, usually from 46 µM), for the others: top-dose activity change, negative = cytotoxicity, most hits filed as inhibitors | 0.16% of 390,000 active; note: potency is the fitted concentration of half-maximal effect; % is set by controls: 0 for no effect and ±100 for the full control effect
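A549 ARE-Fluc cells in 5% FBS OPTI-MEM, 5000 cells/well, rested 2 h then exposed to compounds in concentration-response for 18-24 h at 37 °C. Viability by CellTiter-Fluor fluorescence (Ex 405/Em 525) after 30 min; luciferase luminescence (BugLite, 15 min, RT) read afterwards.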
ATXN2 expr inh: Primary qHTS for Inhibitors of ATXN expression; HEK-293 ATXN2-luciferase reporter, luminescence, 24 h; Potency, µM (series often up to 57 µM), for inactives: at the top dose activity change, negative = inhibition, most hits filed as inhibitors; 0.72% of 360,000 active; AID 1745845, 2022; note: potency is the fitted concentration of half-maximal effect; % is set by controls: 0 for no effect and ±100 for the full control effect; nearly all actives have a fitted effect of over 55% in size
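ATXN2-luciferase reporter cells (luciferase flanked by upstream and downstream ATXN2 gene portions) were treated 24 h at 37 °C with compounds at up to 57 uM. SteadyGlo luminescence gave expression; GF-AFC fluorescence gave viability.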
IL-2 act: qHTS of IL-2 Activators | activation, % (series mostly up to about 46 µM) | AID 652025, 2013 | IL-2 activation reporter assay, cell-based qHTS; stimulated with anti-CD3/CD4/CD28 beads; in transgenic mouse T cells | 0.065% of 360,000 active; in the data active = activation above about 50%; inconclusive = mostly about 30% to 49%; note: 0% is about no effect
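Screening format: compound pinned onto unstimulated transgenic mouse T cells, 60 min incubation, then anti-CD3/anti-CD4/anti-CD28 bead stimulation for 18 hours at 37 degrees C, followed by EGFP and DsRed detection.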
S2 tox: Viability Counterscreen for Primary qHTS for Inhibitors of ATXN expression | AID 651635, 2014 | Potency, µM (doses to about 56.7 µM), most hits filed as cytotoxic | S2 cells (HEK-293 line with an ATXN2-luciferase reporter) viability, CellTiter-Fluor protease fluorescence, 24 h | 0.49% of 400,000 active; note: potency is the fitted concentration of half-maximal effect; nearly all actives have a fitted effect of over 40% in size
EPAC2 agonist: qHTS for Agonist of cAMP-regulated guanine nucleotide exchange factor 4 (EPAC2): primary screen | AID 720711, 2013 | Potency, µM (doses to about 154 µM), inactives show at the top dose activation, hits mostly activators | EPAC2 activation, biochemical qHTS; response scale: 100% = 6.5 mM cAMP response | Rap guanine nucleotide exchange factor 4 (Homo sapiens), Q8WZA2 | 0.079% of 360,000 active; note: potency is the fitted concentration of half-maximal effect; nearly all actives have a fitted effect of over 50% in size
Target sequence (Q8WZA2 whole entry, looked up): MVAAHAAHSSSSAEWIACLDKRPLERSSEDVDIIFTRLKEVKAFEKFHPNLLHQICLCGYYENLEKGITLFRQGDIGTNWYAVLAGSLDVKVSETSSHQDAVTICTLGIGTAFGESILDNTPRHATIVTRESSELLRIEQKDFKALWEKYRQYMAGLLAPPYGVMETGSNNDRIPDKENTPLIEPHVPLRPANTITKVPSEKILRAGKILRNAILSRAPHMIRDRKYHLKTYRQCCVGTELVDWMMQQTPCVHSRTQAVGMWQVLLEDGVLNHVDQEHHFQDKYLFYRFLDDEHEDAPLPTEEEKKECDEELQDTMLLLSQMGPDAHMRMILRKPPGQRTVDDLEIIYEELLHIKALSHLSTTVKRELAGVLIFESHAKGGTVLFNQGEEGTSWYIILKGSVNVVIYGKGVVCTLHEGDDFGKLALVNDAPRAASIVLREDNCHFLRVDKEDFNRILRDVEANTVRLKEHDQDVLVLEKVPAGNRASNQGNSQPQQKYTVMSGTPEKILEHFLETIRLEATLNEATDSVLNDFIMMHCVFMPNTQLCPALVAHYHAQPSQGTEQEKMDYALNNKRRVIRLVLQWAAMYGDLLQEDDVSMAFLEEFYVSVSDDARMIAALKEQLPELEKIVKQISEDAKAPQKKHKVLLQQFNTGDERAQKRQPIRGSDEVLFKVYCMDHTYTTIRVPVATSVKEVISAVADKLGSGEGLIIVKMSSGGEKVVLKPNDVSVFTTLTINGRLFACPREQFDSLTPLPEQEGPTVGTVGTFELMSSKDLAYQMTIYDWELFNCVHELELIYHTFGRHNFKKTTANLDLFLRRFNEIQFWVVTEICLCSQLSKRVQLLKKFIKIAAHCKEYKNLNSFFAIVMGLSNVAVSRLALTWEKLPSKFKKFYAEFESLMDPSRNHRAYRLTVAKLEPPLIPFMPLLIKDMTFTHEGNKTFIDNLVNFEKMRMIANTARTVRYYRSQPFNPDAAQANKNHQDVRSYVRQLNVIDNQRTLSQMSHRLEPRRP
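In this primary screen, activation is scored as increased exchange of BODIPY-GDP from Rap1B by 100 nM EPAC2, with 50 uM GDP as competitor. Signal is normalized to the 6.5 mM cAMP agonist control.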
HepG2 viability: qHTS for Inhibitors of TGF-b: Cytotox Counterscreen; 0.76% of 410,000 active; HepG2 CAGA-GFP viability, ATP luminescence, 18 h; AID 588856, 2011; Potency, µM (series often up to 46.1 µM), without a hit: at the highest dose activity change, negative = cytotoxicity, most hits filed as cytotoxic; note: potency is the fitted concentration of half-maximal effect; some results filed as inactive show a strong effect at the top dose
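CellTiter-Glo luminescence gave cytotoxicity after 18 hours at 37 degrees C. The cells were HepG2 CAGA-GFP in 1% FBS DMEM, stimulated with 500 pg/mL TGF-beta after compound addition. %Activity was normalised to no-cell wells (complete cell-killing) and DMSO (no toxicity), and curves were fitted and classified.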
TGFb inhibitor: qHTS for Inhibitors of TGF-b | HepG2 CAGA-GFP TGF-b/SMAD3 reporter, GFP fluorescence, 18 h; TGF-beta stimulated, 500 pg/mL final | 1.2% of 410,000 active | Potency, µM (highest dose often 46.1 µM), inactives show at the highest dose activity, negative = inhibition, usual class: inhibitors; note: potency is the fitted concentration of half-maximal effect; % is set by controls: 0 for no effect and ±100 for the full control effect; nearly all actives have a fitted effect of over 65% in size
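Inhibition was scored as loss of TGF-beta-induced (500 pg/mL final, 18 hours, 37 degrees C) GFP in HEPG2 cells carrying a CAGA-GFP reporter, in DMEM with 1% FBS. Well GFP was summed per cell; Activity was normalised to unstimulated and stimulated DMSO wells, then concentration-response fitting.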
The depositor's hits bear a star; i = inactive; ? = inconclusive; / = no result given; & = joins results of further samples; [ ] = another dose, or the depositor's remark. Unless noted, calls come from the whole dose curve; as a rule, active = well fitted curve in the direction sought with a large enough effect; inconclusive = small, poorly fitted or top-dose-only effect, or another doubt; inactive = no such curve, though single readings can be large; an effect the other way counts as inactive or inconclusive.

# | structure | S2 tox | ATXN2 expr inh | Nrf2 block | Nrf2 activator | TGFb inhibitor | EPAC2 agonist | HepG2 viability | IL-2 act | A549 viability
1 | Cc1ccc(Cl)cc1NCc1nnc2n1CCCCC2 | i | 4.8% | / | -0.8% | 2.8% | / | 3.4% | / | -2.2%
2 | CCn1c(-c2nn(C)c(C)c2Cl)n[nH]c1=S | i | 3.5% | ? | 0.4% | 2.1% | 8.5% | -23.2% | 1.0 | -6.1%
3 | CCCCC(=O)NNC(=O)c1c(O)c2ccccc2[nH]c1=O | i | / | -1.8% | -0.7% | -17.0% | 1.4% | -13.8% | 0.3 | 0.8%
4 | Cc1ncc([N+](=O)[O-])n1CCO | i | 3.7%&11.1%&-0.8% | -4.3% | 0.0% | 20.5% | 1.6% | -2.6% | -0.3 | -2.1%
5 | S=C(Nc1ccc(Cl)cc1)c1nc2ccccc2s1 | i | 26.2% | / | 18.1% | -3.3% | 6.0% | -20.1% | 0.1 | -5.1%
6 | Cc1ccnc(SCC(=O)n2c3c(c4ccccc42)CC(C)CC3)n1 (centres undefined) | i | 1.9% | -5.6% | 0.2% | -8.9% | 0.1% | 0.6% | -2.3 | -7.1%[1.84 µM]
7 | O=C1CCC(=O)c2ccc3c4c(ccc1c24)CC3 | i | 0.7% | -0.3% | -0.4% | -4.0% | 3.8% | 6.2% | 0.5 | -0.1%
8 | CCOc1cc(C(=O)NC)cc(OCC)c1OCC | i | 19.0% | -12.7% | -0.4% | 0.2% | -9.7% | -4.0% | -0.5 | 11.9%

Brought forward from above: five compounds, then new ones.
# | structure | S2 tox | ATXN2 expr inh | Nrf2 block | Nrf2 activator | TGFb inhibitor | EPAC2 agonist | HepG2 viability | IL-2 act | A549 viability
4 | Cc1ncc([N+](=O)[O-])n1CCO | i | 3.7%&11.1%&-0.8% | -4.3% | 0.0% | 20.5% | 1.6% | -2.6% | -0.3 | -2.1%
5 | S=C(Nc1ccc(Cl)cc1)c1nc2ccccc2s1 | i | 26.2% | / | 18.1% | -3.3% | 6.0% | -20.1% | 0.1 | -5.1%
6 | Cc1ccnc(SCC(=O)n2c3c(c4ccccc42)CC(C)CC3)n1 (centres undefined) | i | 1.9% | -5.6% | 0.2% | -8.9% | 0.1% | 0.6% | -2.3 | -7.1%[1.84 µM]
7 | O=C1CCC(=O)c2ccc3c4c(ccc1c24)CC3 | i | 0.7% | -0.3% | -0.4% | -4.0% | 3.8% | 6.2% | 0.5 | -0.1%
8 | CCOc1cc(C(=O)NC)cc(OCC)c1OCC | i | 19.0% | -12.7% | -0.4% | 0.2% | -9.7% | -4.0% | -0.5 | 11.9%
9 | CC(=O)c1cccc(S(=O)(=O)N2CCC(n3nnc4cc(F)ccc43)CC2)c1 | i | -8.2% | -2.6% | -0.5% | 10.3% | 4.8% | -0.5% | 1.0 | 1.6%
10 | CC1CCc2cc(F)ccc2N1C(=O)c1cnc2sccn2c1=O (centres undefined) | i | 4.5% | 11.9% | -1.0% | -9.5% | 3.6% | -0.7% | 1.3 | 1.2%
11 | O=C(CCC1CCCN(c2ncccn2)C1)NCc1ccccc1F (centres undefined) | i | 6.7% | 2.0% | -0.7% | 9.7% | 1.6% | 7.3% | 0.9 | -0.2%
12 | CCOc1ccc(N(C)Cc2cc(=O)oc3ccc(OCC)cc23)cc1 | i | -15.7% | -8.6% | 2.1% | -0.1% | 13.7% | -13.9% | -5.4 | 4.8%
13 | O=C1NCCc2onc(-c3ccc(Br)cc3)c21 | i | 7.9% | / | 4.1% | 1.0% | 5.0% | -31.2% | -0.2 | /
14 | COc1ccc(CNC(=O)c2ccc3nc(CCc4ccccc4)oc3c2)cc1OC | ? | 28.2µM* | / | 1.0% | 2.6% | / | -23.4% | / | -20.7%
15 | COc1ccc(-n2c(SCC(=O)N3CCc4ccccc43)nc3c([nH]c4ccccc43)c2=O)cc1 | i | 15.6% | / | 0.6% | 20.1% | / | -14.7% | / | 5.2%
16 | O=C(CSc1ncnc2c1oc1ccccc12)NCc1ccco1 | i | 11.2% | 5.7% | ? | 1.1% | 2.6% | -32.2% | 0.7 | 1.0%
17 | O=C(c1ccccc1)N1CCN(C(=O)c2ccc([N+](=O)[O-])cc2)CC1 | i | 4.9% | ? | -0.1% | -2.0% | -12.1% | 7.7% | -1.2 | -0.2%
18 | Cc1ccc(-n2cc(CNC(C)c3cnn(C)c3C)c(-c3ccc(F)cc3)n2)cc1 (centres undefined) | ? | / | -2.7% | 5.7% | 12.6µM* | 4.4% | -72.7% | 0.9 | 1.0%
19 | COc1cc(F)c(S(=O)(=O)Nc2c(C)n(C)n(-c3ccccc3)c2=O)cc1OC | i | -2.4% | / | -1.2% | ? | / | -40.3% | / | -6.5%
20 | CCOC(=O)N1CCN(C2CC(=O)N(c3ccc(F)cc3)C2=O)CC1 (centres undefined) | ? | 5.4% | 0.3% | 0.1% | -21.4% | 6.5% | 4.0% | 0.9 | -4.7%
21 | Cc1cc(-c2ccc(F)cc2)nc2cc(C(N)=O)nn12 | i | 0.3% | -16.3% | 0.5% | 5.3% | 2.7% | 6.5% | 0.3 | 1.7%
22 | C[C@H]1CN([C@@H](C)CO)C(=O)CCCn2nncc2CO[C@H]1CN(C)S(=O)(=O)c1ccc(Oc2ccccc2)nc1 | i | 7.1% | / | 0.6% | -1.8% | 2.7% | -22.7% | -1.1 | /
23 | CC(NC(=O)C(=O)N1CCCCC1)C(c1cccs1)N1CCN(c2ccccc2F)CC1 (centres undefined) | i | -13.9% | -3.8% | -0.1% | 7.1% | 3.1% | -19.5% | -2.5 | -0.4%
24 | O=C(COC(=O)CCC1CCCC1)Nc1ccccc1Sc1ccccc1 | i | 2.7% | 17.3% | 0.0% | 11.8% | 1.0% | 2.0% | -1.4 | -7.5%
25 | CC(=O)Nc1ccc(S(=O)(=O)N[C@@H](C)C(=O)Nc2ccc(N3CCOCC3)cc2)cc1 | i | -3.9% | / | -0.4% | 4.8% | 11.9% | 0.0% | 2.0 | 10.0%
26 | CCOC(=O)C1(Cc2ccccc2C)CCCN(C(=O)c2cc(C3CC3)[nH]n2)C1 (centres undefined) | i | 2.4% | -24.8% | 0.0% | ? | 0.4% | 6.4% | 0.4 | -20.8%
27 | Nc1nonc1-n1nnc(C(=O)N/N=C/c2ccc(O)cc2)c1COc1ccc(F)cc1 | i | -34.2% | 3.1% | 0.0% | -0.7% | 9.8% | -17.9% | 0.3 | -0.3%
28 | CN(C)C(=O)CCc1ccc2c3c([nH]c2c1)[C@]1(CCc2ccccc2)[C@@H](C(=O)N2CCCCC2)C[C@H](CC(=O)NCCCn2ccnc2)C(=O)N1CC3 | i | 13.6% | 7.6% | 0.3% | 4.9% | 7.5% | -3.8% | 0.4 | 1.9%
29 | O=C(CSc1ccccc1)NCCCc1ccccc1 | i | 4.0% | 17.5% | 2.3% | 0.1% | 3.4% | -4.1% | -1.1 | 4.6%
30 | S=C(c1ccc(-c2ccc(Br)cc2)o1)N1CCCCC1 | / | 106.5%[activator] | ? | 3.0% | -4.5% | 8.5% | 13.6% | 0.2 | -0.7%
31 | CN=c1scc(C)n1/N=C/c1cc(Br)c(O)c(Br)c1 | / | -0.7% | ? | 4.4% | 11.3% | -2.8% | 0.9% | 1.7 | -14.6%
32 | C/C=C(\C)CN1CCC(n2nccc2NC(=O)CCCc2ccccc2)CC1 | i | 0.5% | 16.2% | -0.5% | 3.7% | 4.1% | 2.5% | -0.6 | -6.3%
33 | Cc1ccc2[nH]c(=O)c(CN(CCc3ccccc3)C(c3nnnn3Cc3ccco3)C(C)C)cc2c1 (centres undefined) | ? | ? | ? | -0.7% | 20.9% | 6.3% | 6.8% | -4.2 | -18.4%
34 | CCOC(=O)[C@H]1[C@H]2COc3ccc(C)cc3[C@@H]2N2C(=O)CN(C)C(=O)[C@@]12C | i | 5.3% | 0.9% | 2.5% | -4.0% | 1.9% | 1.4% | -0.3 | -7.3%
35 | COc1ccccc1C=NN1C(=O)CSC1=S | i | 0.8% | -9.4% | 9.1% | -10.8% | 1.3% | -1.8% | 0.8 | -10.8%
36 | CCn1nc(C(=O)OCC(=O)N2CC(=O)Nc3ccccc32)c2ccccc2c1=O | i | -25.2% | 2.4% | -0.9% | 23.1% | 2.7% | 12.3% | -0.7 | -0.7%
37 | Fc1ccc(-n2ncc3c(Nc4ccc5c(c4)OCCO5)ncnc32)cc1 | i | 7.7% | / | 4.4% | ? | / | -3.5% | / | -0.3%
38 | O=C(COC(=O)CC1CCCC1)Nc1ccc(Cl)cc1 | i | -8.5% | 0.0% | 0.5% | 5.2% | 5.8% | -7.5% | -0.1 | -0.3%
39 | CN(C)C=NC(=O)c1cc2c(n(-c3ccccc3)c1=O)CC(C)(C)CC2=O | i | -2.8% | -15.1% | -0.9% | 14.7% | / | 11.6% | / | -6.1%
40 | O=C(c1ccc2nc(N3CCCCC3)sc2c1)N1CCN(Cc2ccc3c(c2)OCO3)CC1 | ? | -15.0% | ? | 5.8% | -22.3% | 19.6% | -25.9% | -2.6 | -6.0%
41 | C=CCNc1ncnc2c1ncn2[C@H]1CN(CCOC)C[C@@H](CO)O1 | i | 12.9% | / | -0.3% | -0.6% | 3.2% | -5.0% | 0.5 | /
42 | CCOC(=O)c1ccc(N2C(=O)c3[nH]nc(-c4ccccc4)c3C2c2ccc(CC)cc2)cc1 (centres undefined) | / | ? | 18.4µM* | -1.4% | 11.2µM* | / | 11.2µM* | / | ?
43 | Cc1oc(-c2cc(F)ccc2F)nc1CN1CCN(c2cnccn2)CC1 | i | -7.1% | -24.4% | 0.5% | 16.0% | -7.6% | -9.0% | -1.5 | 5.3%
